D1 potentiator – enhances dopamine response at the human D1 receptor; P21728; HEK293 TREx D1 cells, calcium flux, dopamine EC20 potentiation; 0.036% of 360,000 active; potentiation, % at 10 µM; in the data active means potentiation above about 30%; further: 0% is about no effect
Target sequence (P21728 whole entry, looked up): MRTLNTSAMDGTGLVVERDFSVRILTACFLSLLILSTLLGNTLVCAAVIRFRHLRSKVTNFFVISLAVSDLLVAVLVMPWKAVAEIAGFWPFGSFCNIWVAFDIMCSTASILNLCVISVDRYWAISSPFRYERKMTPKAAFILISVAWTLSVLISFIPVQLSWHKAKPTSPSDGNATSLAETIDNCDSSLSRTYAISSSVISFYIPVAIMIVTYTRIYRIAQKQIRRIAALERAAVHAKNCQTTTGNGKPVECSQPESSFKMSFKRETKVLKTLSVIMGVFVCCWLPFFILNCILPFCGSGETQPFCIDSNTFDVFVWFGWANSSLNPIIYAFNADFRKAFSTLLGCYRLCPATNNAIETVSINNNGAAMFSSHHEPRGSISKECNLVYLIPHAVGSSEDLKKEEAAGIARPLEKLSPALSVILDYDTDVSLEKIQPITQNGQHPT
D2 PAM – positive allosteric modulators of human D2 dopamine receptor. HEK293 T-REx D2, calcium flux, EC20 dopamine potentiation. 0.34% of 340,000 active. AID 485347. potentiation, % at 10 µM. P14416;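 active means potentiation over 3 SD above the plate norm, cut at about 30% in these data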; further: 0% is about no effect
Target sequence (P14416 whole entry, looked up): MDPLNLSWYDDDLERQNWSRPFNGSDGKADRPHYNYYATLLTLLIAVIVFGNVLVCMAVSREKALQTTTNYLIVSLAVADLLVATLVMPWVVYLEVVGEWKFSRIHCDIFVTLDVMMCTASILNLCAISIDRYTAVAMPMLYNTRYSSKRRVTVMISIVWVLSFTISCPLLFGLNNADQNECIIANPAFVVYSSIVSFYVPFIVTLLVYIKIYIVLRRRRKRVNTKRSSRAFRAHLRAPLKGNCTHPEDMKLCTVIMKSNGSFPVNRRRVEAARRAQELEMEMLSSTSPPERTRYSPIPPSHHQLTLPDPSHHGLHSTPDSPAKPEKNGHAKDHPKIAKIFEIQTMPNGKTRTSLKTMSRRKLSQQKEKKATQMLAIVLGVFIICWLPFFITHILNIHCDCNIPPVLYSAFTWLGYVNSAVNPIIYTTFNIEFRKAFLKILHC
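Potentiation of an EC20 dopamine calcium response measured kinetically over 180 s, after a preceding 180 s compound-only read flagging agonists. Cells: inducible Hek293 Trex D2 line, 4000/well, cultured overnight at 30 C before dye loading.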
RXFP1 antag – blocks the human relaxin receptor RXFP1 | HEK293-RXFP1, relaxin-stimulated cAMP HTRF, 30 min; hits give low values | 0.59% of 350,000 active | AID 1259400 | Q9HBX9 | activity change, negative = inhibition, % at 57.5 µM;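 active means activity change of -60% or lower, but not beyond a set lower limit; inconclusive means change between -60% and -40%, or beyond the set limit; inactive means change above -40%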; further: on the % scale 0 is the no-effect control and ±100 the full control effect
D1 ag – activates the human D1 dopamine receptor. P21728. HEK293 T-REx D1 cells, calcium flux, agonist mode. activation, % at 2 µM. 1% of 360,000 active; in the data active means activation above about 30%; further: 0% is about no effect
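Agonism was scored from calcium flux recorded over 180 s (1 read/s) after pintool compound addition, following a 10-cycle baseline. Cells were inducible force-coupled HEK293 TREx D1, plated overnight at 30 C and loaded with no-wash calcium dye.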
Vif-A3G inh – inhibitors of Vif-APOBEC3G interaction | HeLa A3G-eYFP + Vif (tagged APOBEC3G with the HIV-1 protein that degrades it), YFP fluorescence, overnight | Potency, µM (series often up to 46.1 µM), inactives show at the highest dose activity, negative = active, hits mostly inhibitors | 0.076% of 410,000 active;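 further: potency means the concentration at half of the fitted maximal effect; on the % scale 0 is the no-effect control and ±100 the full control effect; nearly all actives have a fitted effect of over 60% in size; hits raise eYFP signal because A3G escapes Vif-driven loss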
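HeLa cells stably expressing Vif and C-terminally eYFP-tagged A3G, seeded overnight at 37 deg C, then exposed to compound by pintool overnight at 37 deg C. Rise in yellow fluorescence (Ex 488/Em 500-530, Acumen) marks blocked Vif-driven A3G degradation.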
D1 antagonist – blocks dopamine activation of the human D1 receptor. HEK293 TREx D1 cells, calcium flux, dopamine EC80; hits give low values. activity change, negative = inhibition, % at 10 µM. 3.2% of 360,000 active; in the data active means activity change below about -30%; further: on the % scale 0 is the no-effect control and ±100 the full control effect
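Using tetracycline-induced force-coupled D1 Hek293 cells and a calcium dye, signals were followed for 180 s after compound, then for 180 s after EC80 dopamine, to detect inhibitors.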
RXFP1 ag – activates the human relaxin receptor RXFP1 | HEK293T-RXFP1 cAMP TR-FRET, 30 min; response scale: percent of porcine relaxin response, buffer zero | Potency, µM (top dose mostly 57.5 µM), inactives show top-dose activation, most hits filed as activators | 0.3% of 370,000 active | AID 2676; further: potency means the concentration at half of the fitted maximal effect; on the % scale 0 is the no-effect control and ±100 the full control effect; nearly all actives have a fitted effect of over 60% in size; many of its hits are not listed in these tables
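HEK293 cells stably expressing RXFP1, treated 30 min at 37C with compounds plus PDE4 inhibitor Ro 20174; cAMP measured by HTRF TR-FRET. Normalized to buffer and 29 nM porcine relaxin; EC50 by Hill fit.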
Glioma ERSR ind – induces the endoplasmic reticulum stress response in human glioma cells. U87-MG GRP78 promoter luciferase reporter, 16 h. Potency, µM, without a hit: top-dose activation, hits mostly activators. 0.02% of 420,000 active; further: potency means the concentration at half of the fitted maximal effect; series mostly up to about 76 µM; % of control where 0% means no effect; nearly all actives have a fitted effect of over 35% in size
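Stably transfected U87-MG glioma cells carrying a GRP78-based luciferase sensor; 16 h compound incubation. Luminescence end-point read 10 min after Bright-Glo addition at room temperature.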
Vif-APOBEC3F blk – Vif-A3F binding inhibition. 0.2% of 390,000 active. HeLa A3F-eYFP + Vif (tagged APOBEC3F with the HIV-1 protein that degrades it), YFP fluorescence increase. AID 602313. Potency, µM (top dose mostly 46.1 µM), for the others: top-dose activity, negative = active; further: potency means the concentration at half of the fitted maximal effect; % of control where 0% means no effect; nearly all actives have a fitted effect of over 65% in size
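Fluorescence increase (Ex 488/Em 500-530) after overnight compound treatment at 37 deg C flags inhibition of Vif-driven A3F-eYFP loss in stable HeLa A3F-eYFP/Vif cells seeded overnight beforehand.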
The depositor's hits bear a star; ? = inconclusive; . = not tested or not shown. Unless noted, the call rests on the fitted dose curve; in most records, active means well fitted curve in the direction sought with a large enough effect; inconclusive means small, poorly fitted or top-dose-only effect, or another doubt; inactive means no such curve, though single readings can be large; an effect the other way counts as inactive or inconclusive. These rows are one share of the data (hit frequency here may not be typical).

SMILES	D1 potentiator	D2 PAM	RXFP1 antag	D1 ag	Vif-A3G inh	D1 antagonist	RXFP1 ag	Glioma ERSR ind	Vif-APOBEC3F blk
Cc1cccn2c(=O)c3cc(C(=O)NC(C)c4ccccc4)c(=N)n(CCOCCO)c3nc12 (centres undefined)	0	5	.	0	-2%	-7	15%	-1%	-2%
O=C(c1cccc([N+](=O)[O-])c1)N(c1ccccn1)c1ccccn1	-7	4	7	-1	0%	-20	0.8%	-2%	5%
CCCn1c(SCC(=O)Nc2ccc(S(=O)(=O)N(C)C)cc2)n[nH]c1=O	-2	-9	5	3	1%	0	0.7%	1%	-9%
COc1cc(/C=N/NS(=O)(=O)c2ccc3ccccc3c2)ccc1OCc1ccc(C(=O)O)cc1	-16	10	?	2	3%	-30*	-0.6%	-15%	5%
Cc1nnc2c(N3CCN(c4ccccc4F)CC3)nc3ccccc3n12	-2	-5	-7	8	3%	-4	-4.5%	-4%	5%
Cn1cc([N+](=O)[O-])c(C(=O)Nc2cnn(Cc3ccc(F)cc3)c2)n1	-1	-5	7	5	-10%	-6	3.3%	-5%	9%
CCn1c(O)c(N=NC2=NC(=O)CS2)c2ccccc21	0	10	0	-1	-6%	-6	-0.7%	-1%	0%
Cc1ccccc1Nc1nc(-c2ccccc2)c(C(=O)Nc2cccnc2)s1	-5	-4	-10	4	-8%	-11	0.6%	1%	2%
Cc1nc2ccccc2n1C(C)c1ccccc1 (centres undefined)	-2	-5	-6	2	-1%	5	0.2%	-4%	2%
C[C@H]1CNC(=O)c2c(C(=O)Nc3ccc(CNC(=O)OC(C)(C)C)cc3)ncn21	.	.	6	.	3%	.	.	-5%	1%

Ordered by length of the SMILES (low to high): some entries from above
SMILES	D1 potentiator	D2 PAM	RXFP1 antag	D1 ag	Vif-A3G inh	D1 antagonist	RXFP1 ag	Glioma ERSR ind	Vif-APOBEC3F blk
Cc1nc2ccccc2n1C(C)c1ccccc1 (centres undefined)	-2	-5	-6	2	-1%	5	0.2%	-4%	2%
CCn1c(O)c(N=NC2=NC(=O)CS2)c2ccccc21	0	10	0	-1	-6%	-6	-0.7%	-1%	0%
Cc1nnc2c(N3CCN(c4ccccc4F)CC3)nc3ccccc3n12	-2	-5	-7	8	3%	-4	-4.5%	-4%	5%

Additional compounds
SMILES	D1 potentiator	D2 PAM	RXFP1 antag	D1 ag	Vif-A3G inh	D1 antagonist	RXFP1 ag	Glioma ERSR ind	Vif-APOBEC3F blk
CCN1C(=O)C(C(=O)Nc2ccc(OC)cc2)C2CC1(C)Oc1ccccc12 (centres undefined)	-4	0	-14	0	9%	-9	-0.7%	2%	7%
Nn1cnnc1N/N=C/c1cc([N+](=O)[O-])c(Cl)cc1Cl	4	1	.	5	-7%	-2	0.3%	-2%	-1%
CC1=Nn2c(nnc2-c2n[nH]c3c2CCC3)SC1	2	.	-5	2	-1%	17	0.8%	-3%	-3%
CC(C)(C)NCC(O)CON=C1c2ccccc2-c2ccccc21 (centres undefined)	1	-11	?	12	1%	.	-0.4%	-4%	-2%
COc1cc(/C=C/c2ccc3cccc(O)c3n2)cc(OC)c1OC	-3	-3	-12	0	?	-10	0.9%	1%	-10%
CCCCOP(=O)(OCCCC)C(O)c1ccc(F)cc1 (centres undefined)	-10	2	-9	-1	-5%	-10	1.5%	-3%	-17%
COc1cccc(/C=N/Nc2nc3ccccc3[nH]2)c1O	-4	-2	-11	0	?	-15	-4.6%	4%	?
CC1=NN(C(N)=S)C(=O)C1N=Nc1cccc2ccccc12 (centres undefined)	3	-1	.	3	.	7	-1.1%	.	.
CCc1nnc(NC(=O)CC(=O)Nc2ccccc2C(=O)O)s1	-2	4	-2	0	1%	17	0.2%	-7%	-16%
COc1ccc(C(=O)/C(=C/c2cccs2)c2nc3ccccc3o2)cc1	-4	9	-6	14	1%	-6	-0.2%	2%	.
O=C(COC(=O)c1ccc(O)cc1O)NC1CCS(=O)(=O)C1 (centres undefined)	-1	5	2	1	0%	0	-0.4%	-1%	-2%
O=S(=O)(NCc1ccccc1)NCc1cccc(C(F)(F)F)c1	-8	1	-3	1	-1%	-38*	-1.3%	-2%	-16%
COCCN(C(=O)COC(=O)C1CC(=O)N(c2ccc(C)cc2)C1)c1c(N)n(Cc2ccccc2)c(=O)[nH]c1=O (centres undefined)	.	.	-1	.	-2%	.	.	-2%	2%
CCOc1ccc(CNC(=O)C2CCN(C3=NS(=O)(=O)C(c4ccc(C)cc4)=C3CC)CC2)cc1	-6	-1	-26	1	5%	-18	-0.9%	-4%	3%
COc1cc(/C=C/C(=O)O)cc(S(=O)(=O)Nc2ccccc2C(=O)NCc2ccco2)c1OC	.	.	-6	.	0%	.	.	0%	3%
O=C(Nn1c(O)c(C=C2N=c3ccccc3=N2)sc1=S)c1ccccc1	-2	-10	-25	2	-22%	-1	0.9%	0%	-3%
C(=C\c1ccccn1)/c1ccccn1	1	7	2	2	-4%	25	2.1%	4%	-4%
O=C(NCCc1ccccc1)C(=O)Nc1cccc(Br)c1	-2	2	0	10	-1%	4	1.1%	-1%	-2%
COc1ccc(C(=O)N/C(=C\c2cc(OC)c(OC)cc2[N+](=O)[O-])C(=O)NCCO)cc1	4	-12	-16	2	-1%	5	0.4%	-5%	-6%
CCc1ccc(N/C(N)=N/c2nc(CSc3ncccn3)cc(=O)[nH]2)cc1	-12	-7	-1	0	-1%	3	3.1%	2%	-19%
CC(/C=C/c1ccco1)=N/NC(=O)OC(C)(C)C	6	4	-31	0	-2%	3	0.6%	7%	1%
O=C(Oc1ccccc1)c1cccc(COC(=O)c2cnccn2)c1	-6	-3	-25	15	6%	-59*	2.3%	1%	4%
O=C(Nc1ccc(N2CCN(C(=O)c3ccco3)CC2)cc1)c1ccc([N+](=O)[O-])cc1Cl	-1	-4	4	13	0%	-6	-0.4%	-3%	7%
O=Cc1cn(-c2ccccc2)nc1-c1cc2cc(O)ccc2oc1=O	3	-6	-15	1	-7%	10	4.4%	3%	-18%
CCO/C(C)=C1\C(=O)Nc2ccccc21	1	-2	5	-1	-4%	16	0.8%	-2%	-2%
COc1cccc(C(=O)N(CN2CCCC2=O)c2ccccc2OC)c1	-7	-3	19	1	2%	-21	3.3%	-3%	-1%
Cc1ccc(CN2CCN(Cc3ccncc3)CC2CCO)o1 (centres undefined)	-1	-4	-14	3	3%	-3	0.6%	-4%	17%
CC(=O)Oc1ccc(N2C(=O)CCC2=O)cc1	2	-2	0	4	2%	-9	-1.7%	-4%	-9%
CSc1nsc(NC(=O)Nc2ccccc2)n1	.	.	-2	.	0%	.	.	1%	10%
Cc1ccc(C(NC(=O)N2CCOCC2)C(Cl)Cl)cc1F (centres undefined)	0	-5	-3	1	-5%	-8	1.0%	0%	2%
O=C(Cn1nnc2ccccc2c1=O)NC1CCCCC1	4	-4	0	2	0%	-43*	11%	-2%	-8%
Cc1c(C(=O)C(=O)NCc2cccs2)c2ccccc2n1C	-6	-4	-12	2	-5%	-7	-1.4%	-2%	5%
Cc1onc(-c2ccccc2)c1C(=O)OCC(=O)NC(C)c1ccc(Cl)cc1 (centres undefined)	.	6	-4	71*	-12%	-10	-0.2%	-6%	2%
Nc1c(C(=O)NCc2cccnc2)sc(=S)n1-c1ccccc1	0	13	12	2	-1%	-14	-0.8%	0%	-3%
COc1ccc(/C=N/NC(=O)Cc2csc(Nc3cccc(C(F)(F)F)c3)n2)c(OC)c1	-3	1	11	2	-1%	9	4.5%	-2%	-1%
COc1ccc2c(c1)CCc1cn3ncc(C#N)c3nc1-2	0	13	-6	2	-7%	9	27%	1%	-11%
Cc1c(C)c2c(OCC(=O)NCC(C)C)cc3c(c2oc1=O)CCC(C)(C)O3	-4	4	-1	1	-2%	-23	3.3%	-4%	5%
Cc1ccc(CNC(=O)c2cccnc2Sc2cccc(Cl)c2)cc1	-6	-29	-12	46*	-4%	19	0.0%	-4%	5%
Cc1cccc(C(=O)N2CCNC(=O)C2CC(=O)Nc2ccc(F)cc2)c1 (centres undefined)	7	2	.	2	-5%	4	-0.4%	-3%	-2%
CCN(CC)S(=O)(=O)c1ccc2nc(CSc3nnnn3-c3ccc(O)cc3)[nH]c2c1	-2	-2	-1	3	-1%	1	-1.5%	-5%	1%
CCOC(=O)Cc1csc(NC(=O)CSc2nc(C)cc(=O)[nH]2)n1	5	8	-13	2	-11%	12	2.3%	-5%	-15%
CC(C)Sc1nc2c(cnn2-c2ccc(Cl)cc2)c(=O)[nH]1	-7	2	1	0	0%	6	0.2%	-2%	-11%
O=C(NC1CC2CCC(C1)N2C(=O)NCc1ccccc1)C1CC1 (centres undefined)	0	6	5	-1	-1%	0	0.7%	-6%	4%
COCCCN(C(=O)c1cc2c(s1)CCC2)c1c(N)n(Cc2ccccc2)c(=O)[nH]c1=O	4	2	5	2	-1%	-15	-0.5%	-6%	3%
CN(C)C(CNC(=O)c1cccc(S(=O)(=O)Nc2ccccc2Cl)c1)c1ccccc1 (centres undefined)	.	.	-7	.	0%	.	.	-4%	-1%
CC(C)C[C@H](NC(=O)c1[nH]cnc1C(=O)Nc1ccc(CNC(=O)OC(C)(C)C)cc1)C(=O)OCc1ccccc1	-4	-1	.	8	-7%	6	0.0%	-13%	0%
COC(=O)/C(C#N)=C/c1c(N2CCN(C)CC2)nc2ccccn2c1=O	-6	-4	-10	1	0%	-2	19%	-2%	-7%
CSc1nc(SCC(=O)O)c2sc3nc(-c4ccccc4)c4c(c3c2n1)CCC4	-4	-10	0	1	-1%	31	28µM*	-3%	1%
COc1cc(/C=C2/NC(=O)N(c3cccc(Cl)c3)C2=O)ccc1O	-4	7	0	4	-1%	0	4.4%	?	12%
O=C(c1sccc1Br)N1CCN(Cc2ccc3c(c2)OCO3)CC1	1	-7	-15	3	0%	-7	-2.1%	1%	15%
O=C(COC(=O)CC1CC2CCC1C2)Nc1ccc(Cl)c(S(=O)(=O)N2CCOCC2)c1 (centres undefined)	5	17	-9	9	2%	2	1.0%	1%	-3%

From PubChem
